WT yeast gro inh – growth inhibition of WT yeast, mitochondrial fusion screen; mitochondrial fusion phenotypic screen, WT strain; inhibition, % at 10 µM; 2.1% of 190,000 active; AID 1362; in the data active means inhibition above about 58%; tested in S. cerevisiae
RSV CPE inhibition – inhibition of RSV-induced cytopathic effect – HEp-2 cells, primary 10 µM value included (AID 2391); HEp-2 cells, RSV-induced CPE inhibition; higher % means a stronger effect; CPE inhibition, % at 10 µM, or IC50 in µM where a hit was titrated; 0.13% of 310,000 active; in the data active means a potency from the dose series; inconclusive means CPE inhibition mostly from about 23% at the one dose, without a potency; inactive means the rest, 99 in 100 with CPE inhibition below about 21%; further: strong numbers were not always called active
Myeloid diff 2 – myeloid differentiation induction | ER-HoxA9 myeloid progenitors, lysozyme-GFP differentiation, flow cytometry | calls only at 10 µM | 1% of 360,000 active | AID 624256;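 active means normalized GFP-positive differentiation at or above the plate's own cutoff, the solvent-only control mean plus 3 SD; inconclusive means no clear call, values can overlap the other calls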;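 further: cells exposed to compound for four days before flow analysis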
Siah-1 displacement – Siah-1 peptide-binding antagonists, primary screen, biochemical, fluorescence polarization, rhodamine-plectin, uHTS (AID 1817); Siah-1 / rhodamine-plectin peptide fluorescence polarization; higher % means a stronger effect; displacement, % at 20 µM, or IC50 in µM where a hit was titrated; 0.02% of 290,000 active;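 active means displacement of at least 50% at 20 µM, with a fluorescence ratio check between 0.3 and a set limit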;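 further: plate controls were Siah plus tracer with DMSO for no effect and tracer alone without Siah for full effect; strong numbers were not always called active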
PMI inhibition – human PMI inhibitors, high substrate, primary screen, biochemical, fluorescence intensity, high mannose 6-phosphate (AID 1220); one-dose inhibition, % at 20 µM; IC50 in µM for titrated hits; recombinant PMI enzyme, coupled fluorescence intensity; higher % means a stronger effect; 0.66% of 190,000 active
Salmonella PhoP GFP – PhoP-dependent GFP reporter repression – Salmonella Typhimurium, primary screen (AID 1863). S. Typhimurium PhoP-regulated promoter GFP reporter, 4 h; higher % means a stronger effect. inhibition, % at 50 µM; hits with a dose series show IC50 in µM. 0.16% of 300,000 active;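 active means inhibition over 29.93%, a cutoff 3 SD above the screen mean, later confirmed by dose response; inconclusive means inhibition over 29.93% but no dose response follow-up; inactive means inhibition at most 29.93% or unconfirmed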;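 further: 0% = low Mg2+ inducing control and 100% = high Mg2+ repressing control; strong numbers were not always called active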
XIAP displacement – small molecules displacing peptide from XIAP – biochemical, IAP family, fluorescence polarization (AID 1018); displacement, % at 20 µM; hits with a dose series show IC50 in µM; 0.007% of 200,000 active; XIAP BIR domain, fluorescence polarization peptide displacement; higher % means a stronger effect; in the data active means displacement above about 50%; further: a part of the inactive calls stands beside numbers as strong as those of hits
TNAP activators – human TNAP enzyme activators, primary screen, biochemical, luminescent, no phosphate acceptor, uHTS (AID 1001); purified TNAP, luminescent activation assay, no phosphate acceptor; higher activation fold means a stronger effect; activation fold at 20 µM, or EC50 in µM where a hit was titrated; 0.03% of 200,000 active; in the data active means activation fold from about 3, or a potency from the dose series; inactive means the rest, 99 in 100 with activation fold below about 1.6; further: many of its hits are not listed in these tables
human PMI inhibition – inhibitors of human PMI, primary screen, biochemical, fluorescence intensity, coupled assay (AID 1209); 0.42% of 190,000 active; inhibition, % at 20 µM, or IC50 in µM where a hit was titrated; purified PMI enzyme, coupled fluorescence intensity; higher % means a stronger effect;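 further: plate controls were DMSO vehicle for no effect and wells lacking substrate for full effect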
WT yeast gro inh mutant strain – further read-out of WT yeast gro inh, marked with its call; inhibition, %; mitochondrial fusion phenotypic screen, mutant strain inhibition
Myeloid diff 2 GFP+ MAC1+ % – further read-out of Myeloid diff 2, marked with its call; GFP+ MAC1+ double positive, %; measured here: differentiation confirmed by MAC1 staining
The depositor's hits bear a star; i = inactive; ? = inconclusive; nt = not tested or not shown. Unless noted, no stated cut-off is given here; in the data, active means inhibition above about 50%; inactive means the rest.

SMILES	WT yeast gro inh	WT yeast gro inh mutant strain	RSV CPE inhibition	Myeloid diff 2	Myeloid diff 2 GFP+ MAC1+ %	Siah-1 displacement	PMI inhibition	Salmonella PhoP GFP	XIAP displacement	TNAP activators	human PMI inhibition
O=C(Cn1cc(C(F)(F)F)ccc1=O)N/N=C/c1ccc(Cl)cc1	-7	14	1.5%	i	0.5	-2%	-14%	2%	-7.3%	0.9	-4%
COCC1CCCN(Cc2cn(-c3ccccc3)nc2-c2ccc3c(c2)OCO3)C1 (stereo unspecified)	-3	9	-2.0%	i	0.2	-4%	5%	-2%	-12%	1	12%
Cc1ccccc1Cn1ccc(NC(=O)c2cc3nc(-c4ccco4)cc(C(F)(F)F)n3n2)n1	27	0	3.0%	i	1.5	3%	-9%	-4%	-2.3%	1.1	-6%
Cc1ccccc1NC(=O)c1cccc(C(F)(F)F)c1	3	3	1.0%	i	0.6	7%	-10%	-9%	-5.1%	1.1	-12%
O=C1CC(N2C(=O)/C(=C/C=C/c3ccccc3)SC2=S)C(=O)N1c1ccccc1 (stereo unspecified)	-10	5	0.1%	i	0.4	2%	9%	-3%	-4.7%	0.8	-8%
O=C(COc1ccc(Br)cc1)N1CCN(c2ccc([N+](=O)[O-])c(N3CCCCC3)c2)CC1	16	-4	?	i	0.5	3%	10%	5%	-5.2%	0.9	18%
COc1ccc2c(=O)c(-c3cnn(-c4ccccc4)c3)c(C)oc2c1	17	10	19%	nt	nt	-1%	6%	12%	-3.8%	1	1%
Cc1cccc(OC2CCN(Cc3c(C(=O)N4CCCC4)nc4ccccn34)CC2)c1	8	-9	0.5%	i	0.9	-4%	12%	7%	-3.3%	1	15%
CC1CCN(C(=O)CCc2ccc(Oc3cc([N+](=O)[O-])cc([N+](=O)[O-])c3)cc2)CC1	65*	27*	5.8%	i	0.2	-2%	-2%	10%	-34%	1.1	1%
N#Cc1cn(CCCOc2ccccc2)c2ccccc12	24	15	-0.8%	i	0.3	2%	17%	3%	-5.9%	1.1	10%
CC(C)c1ccc(OCc2ccc(C(=O)N3CCN(c4ccccn4)CC3)cc2)cc1	-6	1	10%	i	1.8	3%	20%	4%	-0.1%	1.2	19%
CCN(CC)CCCNC(=O)c1cc(-c2ccc(Cl)cc2)on1	-12	-9	-3.1%	i	8.5	4%	-8%	-11%	-2.9%	1.1	-8%
O=C(c1ccc(Cl)cc1)N1CCN(C(=O)C2CCCCC2)CC1	nt	nt	0.4%	i	1.2	-3%	nt	-4%	nt	nt	nt
Cc1onc(-c2c(Cl)cccc2Cl)c1C(=O)N1CCN(c2ccc(F)cc2)CC1	nt	nt	3.7%	i	0.9	10%	nt	9%	nt	nt	nt
Cc1ccc(C(C)C)c(OCC(=O)Nn2c(=O)[nH]c3ccccc3c2=O)c1	10	-7	5.6%	i	0.5	1%	14%	33%	-5.9%	1.1	5%
OC(CNCc1ccccc1)(c1ccc(F)cc1)c1ccc(F)cc1	2	1	-1.5%	i	1.5	9%	14%	-6%	-1.3%	1.1	16%
O=C(O)CP(=O)(c1ccccc1)c1ccccc1	4	-11	1.9%	i	2.4	-5%	1%	11%	-5.2%	1	6%
COc1ccc(N(C(=O)C(C)C)S(=O)(=O)c2cccs2)cc1	-6	-2	1.9%	i	8.4	3%	5%	-2%	-2.2%	1.1	0%
CN1CCN(c2ccc(NC(=O)COc3ccccc3Cl)cc2)CC1	-14	0	-0.7%	i	0.3	-2%	13%	-3%	-7.3%	1.1	17%
CN(C(=O)C1CCOC1)c1nnc(-c2ccncc2)s1 (stereo unspecified)	8	0	1.6%	i	0.6	0%	6%	0%	-0.4%	1.1	6%
O=C1CC(N2CCN(Cc3ccccc3)CC2)C(=O)N1 (stereo unspecified)	5	-1	1.1%	i	0.2	0%	0%	-5%	-3.3%	1.1	-5%
COCC(=O)Nc1nc(-c2ccccc2)c(C)s1	-1	-19	-1.2%	i	8.7	7%	-2%	7%	-2.8%	1.2	2%
Cc1cc(CNC(=O)C(C)n2cc([N+](=O)[O-])cn2)c2ccccc2n1 (stereo unspecified)	0	2	-0.4%	?	nt	6%	-8%	-5%	-4.7%	1.1	-22%
CCn1c(/C=C/Nc2ccccc2)[n+](CC)c2ccc(C(=O)OCC(F)(F)F)cc21	51	-21	-0.9%	i	0.2	2%	6%	6%	2.5%	1.1	2%
O=C(NCc1ccco1)c1ccc(Br)c(S(=O)(=O)N2CCCCC2)c1	10	2	14%	i	6.9	5%	-5%	10%	-3.4%	1	-6%
CC(=O)Oc1cccc(N2C(=O)C3C(C2=O)C2C=CC3C23CC3)c1 (stereo unspecified)	7	-7	0.7%	i	0.7	-2%	-13%	4%	-6.8%	1	-11%
CC1CCc2nc(NCCO)nc(C(F)(F)F)c2C1 (stereo unspecified)	-6	7	-0.3%	i	1.7	0%	2%	2%	-3.3%	1.1	4%
CC(C)c1ccc(NC(=O)NC2CC3CCC(C2)N3Cc2cccs2)cc1 (stereo unspecified)	3	0	-1.4%	i	0.5	20%	-3%	-4%	1.9%	1.2	-7%
Cn1nc(C(=O)NCCc2ccc(S(N)(=O)=O)cc2)c2c1-c1ccccc1S(=O)(=O)C2	nt	nt	1.0%	i	1.0	2%	nt	-10%	nt	nt	nt
COc1ccc2ccccc2c1CNC(C)c1ccccc1 (stereo unspecified)	nt	nt	0.2%	i	0.0	2%	nt	1%	nt	nt	nt
COc1ccc(S(=O)(=O)Nc2nnc(Cc3ccc(OC)c(OC)c3)s2)cc1	7	2	5.9%	i	0.2	-6%	nt	0%	0.4%	1	nt
Cc1ccc(/C=c2\sc3n(c2=O)CN(c2cccc(Br)c2)CN=3)o1	-6	-10	2.4%	i	0.5	0%	5%	3%	-0.3%	0.9	0%
COc1ccc(C(=O)Nc2ccccc2N2CCN(C(=O)c3ccccc3)CC2)cc1Br	nt	nt	?	i	0.7	1%	nt	1%	nt	nt	nt
COC(=O)CSc1nc(N2CCOCC2)c2c(c1C#N)CC(C)(C)N(C)C2	-2	-1	-0.6%	i	0.8	-1%	-8%	-1%	-3.5%	1.1	2%
Cc1ccccc1N1CCN(Cc2nc(Cc3ccccc3)no2)CC1	47	22	16%	i	0.0	18%	10%	2%	-6.3%	1.1	9%
NC(=O)c1cc2ccccc2o/c1=N/NC(=O)c1cccs1	1	4	-0.2%	i	0.3	22%	2%	-1%	-5.4%	0.9	5%
COC(=O)c1cccc(N(CC(=O)NC2CCCCC2)C(=O)CNC(=O)c2cccs2)c1	nt	nt	0.9%	i	0.5	3%	nt	-3%	nt	nt	nt
O=C(NNC(=S)NCc1ccccc1)c1ccc(Br)cc1	nt	nt	1.7%	i	2.9	-3%	nt	7%	nt	nt	nt
COc1ccc(O)c(/C=N/NC(=O)CCC(=O)Nc2ccc(C)cc2)c1	nt	nt	6.2%	i	0.3	8%	nt	9%	nt	nt	nt
O=C(Nc1ccc(Cl)cc1)Nc1nnc(SCc2ccccc2)s1	-1	0	0.4%	i	0.3	13%	2%	-6%	-11%	0.9	9%
COc1cccc(-c2nn(-c3ccccc3)cc2CN(C)Cc2ccon2)c1	12	-1	4.1%	i	0.2	16%	5%	-3%	-5.0%	1.1	17%
O=C(Cc1ccccc1)N/N=C/C=C/c1ccccc1[N+](=O)[O-]	nt	nt	2.1%	i	0.3	5%	nt	-11%	nt	nt	nt
O=C(CNC(=O)c1ccc(Br)cc1)NCC(=O)OCC(=O)c1ccccc1	-5	4	1.4%	i	0.3	1%	-7%	-9%	-3.9%	1.1	-10%
CCc1ccc2oc(-c3cccc(NC(=O)c4cccnc4)c3)nc2c1	-2	-15	4.8%	i	0.2	-3%	-10%	26%	-0.2%	0.9	-4%
CCOC(=O)c1c(-c2cccs2)csc1NC(=O)COC(=O)c1c(C)noc1C	8	-2	?	i	0.2	-2%	18%	-12%	-18%	1	20%
CCCCCn1c(CN2CCN(C(=O)OCC)CC2)nc2c1c(=O)[nH]c(=O)n2C	-9	-12	1.8%	i	4.9	2%	-2%	-10%	-11%	1	6%
COc1cccc(NC2c3ccccc3C(=O)N2Cc2ccccc2Cl)c1 (stereo unspecified)	nt	nt	0.7%	i	0.4	-1%	nt	-8%	nt	nt	nt
Cc1cccc2cc(C3CC(c4cccs4)=NN3S(C)(=O)=O)c(Cl)nc12 (stereo unspecified)	nt	nt	6.1%	i	0.2	0%	nt	-4%	nt	nt	nt
CC1(C)CC(NC(=O)CSc2ccccc2)CC(C)(C)N1	-9	0	-1.7%	i	0.1	-3%	9%	2%	-5.7%	1	4%
CS(=O)(=O)N1CCN(c2ccc([N+](=O)[O-])cc2F)CC1	-5	-18	-0.1%	i	0.1	-5%	26%	-3%	-6.2%	1	3%
Cc1noc(NS(=O)(=O)c2ccc(NC(=O)C34CC5CC(C3)CC(n3cnc(Br)n3)(C5)C4)cc2)c1C	14	5	1.8%	i	0.8	-1%	9%	0%	-2.3%	1.2	0%
O=C1c2ccccc2C(=O)N1CSc1ncccn1	-3	4	3.1%	i	0.7	6%	4%	4%	-2.1%	1.2	1%
O=C(NCC(F)(F)F)N1CCOCC1	7	20	0.7%	i	1.0	0%	-10%	-12%	-4.3%	1	-14%
CCCn1nnc(NC(=O)C(C)Oc2ccc(Cl)cc2Cl)n1 (stereo unspecified)	7	-2	2.0%	i	0.8	5%	7%	-2%	-2.6%	1.1	12%
O=C(c1cc2ccccc2oc1=O)N(Cc1cccs1)CC1CCCO1 (stereo unspecified)	-5	-7	1.8%	i	0.4	-2%	-6%	2%	18%	1.1	-1%
O=C(Cn1nnc(-c2ccccc2F)n1)Nc1cccc2ncccc12	-5	-8	0.4%	i	0.7	-3%	0%	-2%	-0.6%	1.1	3%
CCOC(=O)c1c(NC(=O)CSc2nnc(CN3CCOCC3)n2C)sc2c1CCCC2	-7	-4	3.1%	i	0.5	-1%	5%	-5%	-4.8%	1.1	9%

Part of the list above, with two lines to a compound.
The line under a structure holds: WT yeast gro inh	WT yeast gro inh mutant strain	RSV CPE inhibition	Myeloid diff 2	Myeloid diff 2 GFP+ MAC1+ %	Siah-1 displacement	PMI inhibition	Salmonella PhoP GFP	XIAP displacement	TNAP activators	human PMI inhibition
CC1(C)CC(NC(=O)CSc2ccccc2)CC(C)(C)N1
→ -9	0	-1.7%	i	0.1	-3%	9%	2%	-5.7%	1	4%
O=C1c2ccccc2C(=O)N1CSc1ncccn1
→ -3	4	3.1%	i	0.7	6%	4%	4%	-2.1%	1.2	1%
CCCn1nnc(NC(=O)C(C)Oc2ccc(Cl)cc2Cl)n1 (stereo unspecified)
→ 7	-2	2.0%	i	0.8	5%	7%	-2%	-2.6%	1.1	12%
CS(=O)(=O)N1CCN(c2ccc([N+](=O)[O-])cc2F)CC1
→ -5	-18	-0.1%	i	0.1	-5%	26%	-3%	-6.2%	1	3%
